Compound activity: PubChem, several laboratories
DAX1 inh-1: DAX1 (NR0B1) inhibitors, primary screen, cell-based, HEK293, Gal4-DAX1, luciferase luminescence | HEK293 Gal4-DAX1 luciferase reporter | Nuclear receptor subfamily 0 group B member 1 (Homo sapiens), P51843 | inhibition, % at 6.75 µM | AID 504766, 2011 | hit rate 0.99% among 340,000;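 active = inhibition above the mean over all tested compounds plus 3 SD, cut at about 4.2% in these data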;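 note: 0% = DAX1-transfected cells with DMSO and 100% = empty-vector control cells with DMSO; inhibition shows as a rise in luminescence from relieved DAX1 repression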
ADAM10 inh: human ADAM10 inhibitors, primary screen, biochemical, QFRET, HTS | recombinant ADAM10, EDANS/DABCYL FRET peptide cleavage, 3 h | inhibition, % at 7 µM | hit rate 0.62% among 370,000;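 active = inhibition above a per-campaign cutoff equal to the mean of compounds falling between control-based bounds plus 3 SD, cut at about 20% in these data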;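 note: 0% = DMSO wells while the 100% control is not disclosed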
FXN GAA850 act: FXN promoter activators, primary screen, cell-based, luciferase luminescence, HEK293 lucGAA850 | HEK293 lucGAA850 FXN promoter luciferase reporter, 24 h; percent of 10 µM SAHA response | activation, % at 6 µM | hit rate 0.56% among 360,000 | AID 540364, 2011;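 active = activation above the average of all compounds screened plus 3 SD, cutoff fixed separately per campaign, cut at about 7.5% in these data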;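 note: 0% = DMSO wells and 100% = 10 µM SAHA wells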
SMARCA2 act: SMARCA2 (BRM) function activators, primary screen, cell-based, luminescence, high throughput. MG213 cells, MMTV-luciferase reporter, dexamethasone, overnight. activation, % at 9.1 µM. hit rate 1% among 370,000. AID 652017, 2013; in the data active = activation above about 7.8%;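 note: 0% = vehicle wells and 100% = reference activator wells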
hgDAF-12 ag: H. glycines DAF-12 receptor agonists, primary screen, cell-based, luminescence, HEK293, GAL4 fusion, UAS-luciferase; Nuclear hormone receptor DAF-12 (Heterodera glycines), GAL4 fusion; hit rate 1.8% among 370,000; activation, % at 6.8 µM; HEK293 GAL4-hgDAF12 UAS-luciferase reporter, agonist luminescence; normalized to butyrate control;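 active = activation above a cutoff set at the mean of all screened compounds plus 3 SD, cut at about 10% in these data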;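 note: 0% = DMSO wells and 100% = sodium butyrate wells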
ADAM17 inh: ADAM17 inhibitors, primary screen, biochemical, QFRET; Disintegrin and metalloproteinase domain-containing protein 17 (Homo sapiens), P78536; recombinant ADAM17, EDANS/DABCYL FRET peptide cleavage; inhibition, % at 6.95 µM; hit rate 0.83% among 370,000; AID 720648, 2013;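 active = inhibition above the mean of compounds lying between control limits plus 3 SD, set per campaign, cut at about 8.5% in these data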;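 note: 0% = DMSO-only wells as the low control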
PG9 Ab binder: binders of HIV-1 gp120 antibody PG9, primary screen, biochemical, TR-FRET | HIV-1 gp120 / PG9 antibody interaction | TR-FRET gp120-PG9 antibody binding | inhibition, % at 6.7 µM | hit rate 0.43% among 360,000; in the data active = inhibition above about 8.5%
NPR1 activator: GC-A stimulated cGMP production enhancers – HEK293 GC-A cells, cGMP TR-FRET, EC30 ANP, primary screen; Atrial natriuretic peptide receptor 1 (Homo sapiens), P16066; 0% at EC30 ANP, 100% saturating ANP; activation, % at 10 µM; hit rate 0.14% among 370,000; in the data active = activation above about 40%
Target sequence (P16066 whole entry, looked up): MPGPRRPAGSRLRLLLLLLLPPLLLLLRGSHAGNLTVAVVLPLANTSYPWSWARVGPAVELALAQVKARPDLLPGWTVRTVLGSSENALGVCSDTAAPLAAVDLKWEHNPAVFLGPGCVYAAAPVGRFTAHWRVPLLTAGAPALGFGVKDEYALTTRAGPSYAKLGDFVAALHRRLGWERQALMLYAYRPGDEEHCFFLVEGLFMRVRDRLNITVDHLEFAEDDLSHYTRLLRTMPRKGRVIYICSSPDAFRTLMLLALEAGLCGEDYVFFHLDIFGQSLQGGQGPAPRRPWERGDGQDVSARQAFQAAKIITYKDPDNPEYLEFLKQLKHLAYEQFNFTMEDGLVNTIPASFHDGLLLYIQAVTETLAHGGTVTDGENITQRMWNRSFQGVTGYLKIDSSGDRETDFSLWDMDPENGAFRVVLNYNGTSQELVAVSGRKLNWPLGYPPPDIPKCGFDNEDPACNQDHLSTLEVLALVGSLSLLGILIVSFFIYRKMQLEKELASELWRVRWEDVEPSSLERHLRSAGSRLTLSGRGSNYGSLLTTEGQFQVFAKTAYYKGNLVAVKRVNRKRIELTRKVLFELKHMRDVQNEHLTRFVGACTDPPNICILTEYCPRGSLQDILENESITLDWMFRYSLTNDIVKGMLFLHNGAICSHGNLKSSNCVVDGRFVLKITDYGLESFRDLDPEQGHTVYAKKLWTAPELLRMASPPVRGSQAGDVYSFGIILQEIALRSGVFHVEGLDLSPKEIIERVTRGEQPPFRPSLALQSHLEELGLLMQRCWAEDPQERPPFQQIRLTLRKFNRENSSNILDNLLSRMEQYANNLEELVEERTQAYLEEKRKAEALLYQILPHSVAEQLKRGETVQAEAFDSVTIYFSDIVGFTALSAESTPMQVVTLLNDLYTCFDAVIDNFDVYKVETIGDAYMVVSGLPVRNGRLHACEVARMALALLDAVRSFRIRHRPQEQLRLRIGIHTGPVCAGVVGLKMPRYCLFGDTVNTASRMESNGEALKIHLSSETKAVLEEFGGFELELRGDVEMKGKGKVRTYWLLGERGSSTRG
ssDAF12 agonist: S. stercoralis DAF-12 nuclear receptor activators, primary screen, cell-based, luminescence, HEK293, GRIP1 co-expression, lit1-tk-luc | hit rate 1% among 370,000 | activation, % at 6.8 µM | HEK293 ssDAF-12/GRIP1 lit1-tk-luc reporter; % of 3 µM dafachronic acid response | Nuclear hormone receptor DAF-12 (Strongyloides stercoralis);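 active = activation above the mean over all tested compounds plus 3 SD, cut at about 0.9% in these data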;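 note: 0% = DMSO-only wells and 100% = 3 µM delta7-dafachronic acid wells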
hcDAF-12 act: H. contortus DAF-12 nuclear receptor activators, primary screen, cell-based, luminescence, HEK293, lit1-tk-luc reporter | activation, % at 6.8 µM | hit rate 1.4% among 370,000 | HEK293 hcDAF-12 lit1-tk-luc reporter; 0% DMSO, 100% Δ7-dafachronic acid;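 active = activation above the mean of all tested compounds plus 3 SD, cut at about 5.5% in these data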;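 note: 100% = response to 3 µM Δ7-dafachronic acid high control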
DAX1 inh-2: DAX1 (NR0B1) inhibitors on StAR promoter, primary screen, cell-based, luminescence, SF-1 (NR5A1), full-length DAX-1. HEK293T StAR-luciferase reporter, SF-1/DAX-1 repression relief. inhibition, % at 6.8 µM. hit rate 1.1% among 370,000. AID 652010, 2013;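 active = inhibition above the mean over all tested compounds plus 3 SD, cut at about 3.6% in these data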;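 note: 0% = DAX-1 cells with DMSO and 100% = cells lacking DAX-1 with DMSO; higher inhibition means more luminescence from relief of DAX-1 repression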
* marks the source's active call; other numbers are inactive results; x = not tested or not shown.

SMILES	DAX1 inh-1	ADAM10 inh	FXN GAA850 act	SMARCA2 act	hgDAF-12 ag	ADAM17 inh	PG9 Ab binder	NPR1 activator	ssDAF12 agonist	hcDAF-12 act	DAX1 inh-2
O=C1CN(C(=O)N[C@@H](Cc2ccccc2)C(=O)N[C@@H](C(=O)O)c2ccccc2)c2ccccc2N1	0.4	-10.0	0.5	-1.2	-0.4	-3.7	-0.2	-1.4	0.3	0.4	-0.2
O=C(NCc1ccc2c(c1)CCO2)Nc1ccccc1	2.9	9.1	3.3	8.7*	12.1*	1.9	-0.3	2.7	-1.1	0.2	1.8
COc1ccc(N2CCN(CC(=O)Nc3ncc(C)s3)CC2)cc1	-1.3	-1.1	1.8	-0.4	-1.2	-3.4	0.1	3.5	-1.3	0.0	-0.4
CCOc1ncccc1C(=O)OCc1ccccc1	-0.1	-7.2	4.3	2.0	1.5	-4.2	-2.3	-5.2	-0.9	-0.4	0.3
Cc1cc(C)c(C#N)c(SCC(=O)N(CCC#N)c2ccc3c(c2)OCCO3)n1	1.3	-4.2	1.7	1.7	0.1	-3.8	1.0	-0.8	-1.3	-2.2	0.5
Cn1c(=O)c(S(=O)(=O)C(C)(C)C)c(O)c2ccccc21	0.5	-14.1	-3.5	-3.7	-0.6	-5.3	1.3	0.4	-0.9	1.4	-0.2
CN(CC(=O)NC1CC1)S(=O)(=O)c1ccc(Br)cc1	1.2	2.1	-0.1	1.4	0.5	-4.7	-0.9	6.7	-0.7	3.9	0.3
COc1cc2nn(-c3ccccc3N)nc2cc1OC	2.5	-137.8	4.3	0.3	10.9*	-53.0	-2.3	6.9	0.1	3.2	4.7*
Cc1cccc(OC(=O)c2ccncc2)c1C	0.9	-5.2	-0.6	-0.7	-1.5	-1.1	-1.1	3.6	-1.3	-1.4	0.7
NC(=S)NNC(=O)COc1ccccc1O	1.2	4.9	1.1	2.5	0.1	-3.8	-0.4	1.3	0.4	0.4	0.4
CCOc1ccc(NC(=O)COc2nsnc2N2CCCCC2)cc1	-0.6	8.5	-0.6	0.7	1.4	-2.0	-0.9	2.1	-1.4	-0.8	-0.3
Cn1nc(-c2ccc(Cl)cc2)cc1NC(=O)CSCC(=O)O	x	-2.1	2.7	-2.2	4.5	-1.5	-0.1	5.6	0.3	3.4	-0.1
COc1ccc(Cc2nnc(NC(=O)c3cc(OC)c(OC)c(OC)c3)s2)cc1	0.5	2.4	1.2	-2.0	0.7	1.8	-1.0	-1.1	-1.6	-1.6	-0.7
S=C(Nc1ccc(N2CCOCC2)cc1)Nc1ccc2nc(-c3ccco3)c(-c3ccco3)nc2c1	-0.4	-8.3	0.1	-0.2	0.4	-5.9	-1.4	-2.9	-1.5	-1.7	-1.1
C=CCn1c(=N)n(CC(=O)c2ccc(Cl)cc2)c2ccccc21	1.4	-3.1	-0.8	1.3	-0.3	-4.7	0.2	-12.2	-1.3	-0.6	0.1
CCOC(=O)Nc1ccc2c(CN3CCN(S(=O)(=O)c4ccccc4F)CC3)cc(=O)oc2c1	-1.7	-90.4	-0.3	-0.9	-2.0	-31.5	-1.9	-3.5	-1.1	-0.8	-0.2
CCCCn1c(=N)n(CC(=O)O)c2ccccc21	0.6	-2.1	1.2	-2.5	-0.5	-1.1	-1.4	6.5	-1.7	2.1	-0.1
CCN(CC)S(=O)(=O)c1ccc(C(=O)NCC(c2ccc(OC)cc2)N2CCOCC2)cc1 (centres undefined)	-0.6	2.9	0.4	-1.1	-0.8	1.2	0.3	-2.6	-0.2	-1.7	0.8
CC(OC(=O)c1cc(=O)[nH]c2ccccc12)C(=O)Nc1ccccc1F (centres undefined)	0.0	-51.8	1.0	-3.6	1.0	-11.5	1.8	-4.1	-0.4	2.0	2.2
Cc1ccc(C(=O)OCC(=O)NC(C)C2CC3CCC2C3)cc1N (centres undefined)	-0.2	-17.9	1.2	0.0	0.2	-3.9	0.3	2.0	0.0	0.5	0.5
COCCN1C(=O)CS/C1=C(/C#N)C(=O)NCc1ccco1	-0.6	-8.6	1.5	-0.6	-3.0	-5.5	-0.2	-5.6	-0.6	-0.7	-0.1
Cc1c(C(=O)Nc2ccc3c(c2)OCO3)sc2nc(-c3ccccc3)cn12	0.6	8.9	-2.4	0.6	-1.8	-0.1	6.5	7.2	-2.0	-2.1	-0.1
CCOCC(=O)Nc1ccc(S(=O)(=O)Nc2ncccn2)cc1	0.5	-1.8	-0.1	-0.5	-3.0	6.2	0.1	1.3	-0.9	-0.9	-0.5
O=C(NCCCc1ccccc1)C(=O)NCC1OCCN1S(=O)(=O)c1cc(F)ccc1F (centres undefined)	-0.9	-0.1	1.4	-1.8	-1.7	-2.0	0.5	5.1	-0.8	-2.1	-2.1
CCC(C(=O)NCCc1ccco1)n1nc(C)c2c(C)n(-c3ccccc3)nc2c1=O (centres undefined)	0.7	0.0	0.8	-0.8	-1.9	1.5	-1.8	-0.1	-1.2	0.6	-2.7
CCCCCn1ccc(=N)cc1	-2.0	-1.0	2.1	-3.5	-6.6	4.0	-0.5	3.8	-2.0	-4.0	-1.9
COc1ccc(NC(=O)CNCc2ccc(Cl)cc2)cc1S(=O)(=O)N1CCOCC1	-0.8	2.0	-0.3	1.6	-2.0	-0.6	-1.9	-1.1	-0.1	-0.8	-0.7
CCCCn1nnnc1NCc1ccc(N(CC)CC)cc1	-0.8	-9.5	-1.3	0.1	2.3	-5.3	-1.5	-2.0	-1.3	-1.0	-0.9
COc1cc(/C=C(\NC(C)=O)C(=O)O)cc(OC)c1OC	x	7.1	1.6	2.6	-2.1	-0.5	-2.5	-6.9	-1.2	-1.3	-0.3
O=C(COc1ccc([N+](=O)[O-])cc1)NNC(=O)Nc1cccc(F)c1	0.0	2.6	-0.4	1.3	-1.7	5.5	-2.1	2.0	-0.6	1.6	0.6

3 compounds from above, arranged by the number in FXN GAA850 act, ascending.
| SMILES | FXN GAA850 act |
| --- | --- |
| COc1ccc(NC(=O)CNCc2ccc(Cl)cc2)cc1S(=O)(=O)N1CCOCC1 | -0.3 |
| CCOCC(=O)Nc1ccc(S(=O)(=O)Nc2ncccn2)cc1 | -0.1 |
| Cc1cc(C)c(C#N)c(SCC(=O)N(CCC#N)c2ccc3c(c2)OCCO3)n1 | 1.7 |

Later entries.
SMILES	DAX1 inh-1	ADAM10 inh	FXN GAA850 act	SMARCA2 act	hgDAF-12 ag	ADAM17 inh	PG9 Ab binder	NPR1 activator	ssDAF12 agonist	hcDAF-12 act	DAX1 inh-2
O=C(O)c1ccccc1NS(=O)(=O)c1cccc(NS(=O)(=O)c2cc(Br)ccc2Br)c1	-0.7	-3.8	0.1	-0.1	0.6	0.5	-0.9	-2.1	-1.2	-0.4	-0.1
CC1=C([N+](=O)[O-])C(c2ccccc2Cl)NC(=O)N1 (centres undefined)	0.1	-2.2	-0.9	0.2	-0.6	-0.2	-2.2	6.6	-1.3	-1.6	-0.2
COc1ccc(OCCSc2nnc(-c3ccccc3)n2N)cc1	-0.4	2.5	0.2	0.3	-0.8	-4.7	0.7	2.5	-1.2	-0.8	0.0
COCCNC(=O)CSc1nnc(NC(=O)C2CC(=O)N(c3ccccc3OC)C2)s1 (centres undefined)	1.0	-4.4	0.1	-1.5	6.0	-2.0	0.1	0.7	-1.8	-1.1	-0.2
COc1ccc(C(=O)NCC(=O)OCc2csc(-c3ccccc3)n2)cc1	3.7	1.0	2.6	-1.6	7.2	3.2	-1.4	0.4	-0.9	-0.7	0.2
Cc1ccc(CSc2nnc(-c3ccncc3)n2C)cc1	-1.9	-5.9	-3.2	-6.4	-0.7	-4.8	-0.3	2.1	-0.9	-1.9	-0.2
CCN(CC)C(=O)c1c[nH]c2ccc(S(=O)(=O)Nc3cc(C)cc(C)c3)cc2c1=O	0.2	-24.7	-3.2	-2.9	1.8	-4.8	4.2	-3.2	-0.8	-1.5	-0.2
CC(C)C(c1nnnn1Cc1ccc(F)cc1)N1CCN(C2CCCC2)CC1 (centres undefined)	0.5	-10.1	-1.0	-3.1	-1.8	-5.6	3.4	0.2	-2.0	-1.3	-0.2
Cc1c(Cl)cccc1NC(=O)Cn1c(-c2ccc(F)cc2)noc1=O	-1.0	-1.1	-3.0	-5.3	-1.8	1.0	-0.4	-3.4	-0.7	1.1	-1.4
COc1cc(C2c3c(c(C)c(C)oc3=O)Oc3c(C)c(C)oc(=O)c32)ccc1OS(=O)(=O)c1ccc(C)cc1	-0.5	-5.8	-0.5	0.2	-2.0	-1.7	1.1	-0.2	-1.2	-1.7	1.0
O=S(=O)(NCc1cccs1)c1cccc2cccnc12	-0.3	2.3	1.3	-2.6	-0.8	-2.9	-1.5	0.8	-1.5	-2.0	0.4
Cc1[nH]c(=S)c(C#N)c(C)c1Cc1ccc(Cl)cc1Cl	1.7	2.6	2.1	-2.5	-1.7	2.5	-1.2	3.4	-1.4	-0.1	0.0
Cc1ccc2oc(=O)c(/C=C(\O)CC(C)C)nc2c1	-0.7	-5.1	-0.2	-3.9	-2.8	-0.1	-2.9	6.5	-1.2	-0.2	-0.2
O=C(N/N=C/c1cc(Cl)cc(Cl)c1O)c1ccncc1	-5.5	-2.4	-3.8	-5.1	-5.8	-0.3	0.9	-0.2	-0.4	-1.2	-0.7
Cc1c(Cl)cccc1NC(=O)C(=O)NNC(=O)c1ccccc1F	0.9	6.4	3.3	-2.8	-0.6	0.9	1.9	-0.6	-1.5	-0.9	0.5
O=C(NCc1ccccn1)Nc1ccc(Cl)cc1Cl	0.6	-7.2	3.5	3.7	7.2	-2.1	0.9	0.9	0.3	1.4	3.2
Cc1cc(C)cc(NS(=O)(=O)c2cnc(Cl)c(Cl)c2)c1	-0.4	11.8	2.2	-4.9	-0.9	8.4	0.4	-3.0	-1.2	-1.4	-0.1
Cc1ccc(-c2n[nH]c(=S)n2/N=C/c2ccncc2)cc1	0.0	-0.6	0.6	3.2	0.8	-1.3	-0.8	0.5	-1.3	-2.0	-0.3
COC(=O)[C@]12C[C@H](CC(=O)NCc3cccc(C(F)(F)F)c3)C(=O)N(CCC3=CCCCC3)C1=C[C@H](C(C)C)O[C@@H]2C1CC1	x	8.8	x	-0.6	1.2	0.0	x	-2.6	-1.0	-1.9	-1.3
O=C(CCC(=O)N1CCCCCC1)Nc1ccc([N+](=O)[O-])cc1	0.1	0.4	2.4	-0.9	-0.7	-1.3	-1.0	2.1	-1.5	-0.2	0.0
